# Compound activity from PubChem.
# Cneo AK release = causes C. neoformans cell lysis; adenylate kinase release luminescence, 4 h; normalised: neutral wells 0, clomiphene wells 100; lysis activity, % at 15 µM; actives 0.2% (n = 360,000); AID 651654;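 active = mean lysis activity across replicates of at least 80%, whatever share of replicates individually reach that level; inactive = mean lysis activity below 80%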
#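 Material: C. neoformans cells; Schedule: 4 h static compound exposure, 37 °C, read 1 h post-reagent; Measured by: adenylate kinase release luminescence; Read-out: signal increase indicating cell lysis; Controls: Clomiphene as positive lysis control.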
# ARNT TACC3 PPI = disrupts binding between human ARNT and TACC3. Q9Y6A5. AlphaScreen His-ARNT PAS-B/GST-TACC3 binding, luminescence; TACC3 fragment carries E629A point mutation. inhibition, % at 9.99 µM. actives 0.66% (n = 390,000). AID 623870;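 active = mean inhibition of replicates at least 50% and at least half of replicates each reaching 50%; inconclusive = half or more replicates reach 50% but mean below 50%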;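 also: 0% = complete ARNT plus TACC3 wells and 100% = ARNT alone without TACC3; many hits fall short of the cut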
# esBAF inh = blocks esBAF chromatin remodeling in mouse ES cells | actives 2% (n = 350,000) | reporter increase, % at 12.5 µM | AID 602393 | Bmi1-luciferase knock-in reporter, 24 h; 100% = twice the neutral-well signal; in the data active = activation above about 40%; inconclusive = no clear call, values can overlap the other calls;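 also: 0% = median of the plate's neutral control wells and 100% = double that signal; a rise in the Bmi1 reporter signal indicates esBAF inhibition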
# miR-122 sensor = inhibitors of miR-122 in Huh7 cells; Huh7 miR-122 Renilla luciferase sensor, 48 h; neutral wells = 0, positive control = 100; activation (reporter increase), % at 12.5 µM; actives 0.3% (n = 340,000);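 active = mean replicate activation score at least 90 and every replicate individually at or above 90; inconclusive = only one of the two criteria met; inactive = neither criterion met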;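 also: higher luciferase means less miR-122 activity so hits act as miR-122 inhibitors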
# SIRT5 inh = sirtuin-5 (human) deacylase inhibition. Q9NXA8. AID 652115. Purified SirT5, succinyl-peptide AMC, trypsin-coupled fluorescence. actives 1.1% (n = 330,000). inhibition, % at 15 µM; in the data active = inhibition above about 15%; inconclusive = no clear call, values can overlap the other calls
# Target sequence (Q9NXA8 whole entry, looked up): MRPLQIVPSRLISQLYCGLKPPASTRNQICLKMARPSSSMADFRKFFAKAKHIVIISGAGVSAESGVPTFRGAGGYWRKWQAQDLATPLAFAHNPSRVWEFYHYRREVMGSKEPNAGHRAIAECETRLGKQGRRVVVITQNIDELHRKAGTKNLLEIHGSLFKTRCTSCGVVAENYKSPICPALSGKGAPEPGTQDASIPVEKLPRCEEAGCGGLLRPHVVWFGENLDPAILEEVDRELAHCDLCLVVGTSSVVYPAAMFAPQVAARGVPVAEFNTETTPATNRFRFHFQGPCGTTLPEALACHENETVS
# ERp5 inh = ERp5 (human) disulfide isomerase inhibition. inhibition, % at 9.99 µM. actives 0.05% (n = 350,000). ERp5 insulin aggregation, absorbance 650 nm, 90 min;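 active = mean replicate inhibition above about 25%, with every replicate also reaching it, limit read from the data, passing the limit was not always enough; inconclusive = only one of those two criteria met; inactive = neither criterion met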
# Target sequence (Q15084 whole entry, looked up): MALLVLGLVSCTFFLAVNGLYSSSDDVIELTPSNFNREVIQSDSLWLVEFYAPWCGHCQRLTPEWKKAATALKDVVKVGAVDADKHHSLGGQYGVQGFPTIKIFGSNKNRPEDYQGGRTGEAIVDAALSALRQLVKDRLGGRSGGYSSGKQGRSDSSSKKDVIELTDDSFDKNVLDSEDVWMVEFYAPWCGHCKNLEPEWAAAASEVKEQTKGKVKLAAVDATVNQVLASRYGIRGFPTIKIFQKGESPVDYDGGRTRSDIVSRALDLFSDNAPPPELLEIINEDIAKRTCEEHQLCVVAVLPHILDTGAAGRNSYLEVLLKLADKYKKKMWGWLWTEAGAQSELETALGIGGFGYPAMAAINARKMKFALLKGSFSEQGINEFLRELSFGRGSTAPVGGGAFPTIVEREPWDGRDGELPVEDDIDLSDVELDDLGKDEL
# C2C12 statin = suppressors of simvastatin-induced myotoxicity in C2C12 myotubes; ATP luminescence, 48 h; scaled: DMSO 0, geranylgeraniol control 100; rescue of ATP level, % at 7.49 µM; actives 0.78% (n = 330,000);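 active = mean ATP rescue above about 67%, or every replicate alone reaching that limit, limit read from the data, passing the limit was not always enough; inconclusive = no clear call, values can overlap the other calls; inactive = mean under the limit and some replicate under it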;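 also: myotubes were challenged with 10 µM simvastatin during compound exposure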
# Numbers without * were called inactive; ? = inconclusive; . = not tested or not shown; [ ] = remark or other dose.
# The opening 6 records, to show the layout:
no.	Compound	Cneo AK release	ARNT TACC3 PPI	esBAF inh	miR-122 sensor	SIRT5 inh	ERp5 inh	C2C12 statin
1	CCc1cc(=O)oc2c(C)c(OC(C)C(=O)N3CCC[C@@H]3C(=O)O)ccc12 (stereo partly specified)	3	-2	0	-1	.	-4	-4
2	C/C=C/c1cnc2c(c1)C(=O)N([C@H](C)CO)C[C@H](C)[C@@H](CN(C)S(=O)(=O)c1ccccc1F)O2	-3	-4	1	11[16.7 µM]	0	-3	-21
3	COc1ccc2c(c1OC)C(=O)N1N=C(c3ccccc3)CC21 (stereo unspecified)	10	-2	20	.	.	.	4
4	Cc1ccc(C(=O)OCC(=O)NC(=O)c2cccn2C)cc1[N+](=O)[O-]	3	-5	-4	6	-4	2	-5
5	NS(=O)(=O)c1ccc(CCNC(=O)c2ccc(OCC3CCCO3)cc2)cc1 (stereo unspecified)	3	.	-6	0	-6	4	-3
6	COc1ccc(S(=O)(=O)N(C)C[C@H]2Oc3ccc(NC(=O)C4CC4)cc3CC(=O)N([C@@H](C)CO)C[C@@H]2C)cc1	4	-1	-4	-1[16.7 µM]	3	3	5

# All compounds of this part, repeating the preview:
no.	Compound	Cneo AK release	ARNT TACC3 PPI	esBAF inh	miR-122 sensor	SIRT5 inh	ERp5 inh	C2C12 statin
1	CCc1cc(=O)oc2c(C)c(OC(C)C(=O)N3CCC[C@@H]3C(=O)O)ccc12 (stereo partly specified)	3	-2	0	-1	.	-4	-4
2	C/C=C/c1cnc2c(c1)C(=O)N([C@H](C)CO)C[C@H](C)[C@@H](CN(C)S(=O)(=O)c1ccccc1F)O2	-3	-4	1	11[16.7 µM]	0	-3	-21
3	COc1ccc2c(c1OC)C(=O)N1N=C(c3ccccc3)CC21 (stereo unspecified)	10	-2	20	.	.	.	4
4	Cc1ccc(C(=O)OCC(=O)NC(=O)c2cccn2C)cc1[N+](=O)[O-]	3	-5	-4	6	-4	2	-5
5	NS(=O)(=O)c1ccc(CCNC(=O)c2ccc(OCC3CCCO3)cc2)cc1 (stereo unspecified)	3	.	-6	0	-6	4	-3
6	COc1ccc(S(=O)(=O)N(C)C[C@H]2Oc3ccc(NC(=O)C4CC4)cc3CC(=O)N([C@@H](C)CO)C[C@@H]2C)cc1	4	-1	-4	-1[16.7 µM]	3	3	5
7	CCCSc1nc(=O)n2cc(C)ccc2n1	0	1	19	-5	-2	5	-6
8	CNC[C@@H]1Oc2ncc(-c3cccc(F)c3)cc2C(=O)N([C@@H](C)CO)C[C@@H]1C	3	19	1	4[16.7 µM]	-3	-4	-7
9	CN(C)CCCNC(=O)N1c2ccccc2Sc2ccccc21	0	-4	-10	-4	-2	0	-13
10	Cc1ccccc1-c1nc(S(=O)(=O)c2ccccc2)c(NCCN2CCOCC2)o1	-17	.	4	12	2	-1	-13
11	CC(=O)c1ccc(OCCCC(=O)NC2CCC(C)CC2)cc1 (stereo unspecified)	4	-6	6	.	-3	0	0
12	C/C=C/c1cnc2c(c1)C(=O)N([C@@H](C)CO)C[C@@H](C)[C@H](CN(C)C(=O)c1cccnc1)O2	-1	-7	2	-1[16.7 µM]	-5	0	-4
13	Cc1csc(SC(C)C(=O)NCC2CCCO2)n1 (stereo unspecified)	0	-3	5	1	-2	5	4
14	COc1ccc(C(=O)C2CCCN(C(=O)Cn3cncn3)C2)cc1OC (stereo unspecified)	0	2	0	.	-4	-3	-9
15	COc1ccc(C2CC(c3cccs3)=NN2C(=O)CSc2nc(=O)n3ccccc3n2)cc1 (stereo unspecified)	0	1	9	.	1	-4	-23

# Shown with one line to a screen: entries from further up.
7	CCCSc1nc(=O)n2cc(C)ccc2n1
8	CNC[C@@H]1Oc2ncc(-c3cccc(F)c3)cc2C(=O)N([C@@H](C)CO)C[C@@H]1C
9	CN(C)CCCNC(=O)N1c2ccccc2Sc2ccccc21
10	Cc1ccccc1-c1nc(S(=O)(=O)c2ccccc2)c(NCCN2CCOCC2)o1
11	CC(=O)c1ccc(OCCCC(=O)NC2CCC(C)CC2)cc1 (stereo unspecified)
Compound	7	8	9	10	11
Cneo AK release	0	3	0	-17	4
ARNT TACC3 PPI	1	19	-4	.	-6
esBAF inh	19	1	-10	4	6
miR-122 sensor	-5	4[16.7 µM]	-4	12	.
SIRT5 inh	-2	-3	-2	2	-3
ERp5 inh	5	-4	0	-1	0
C2C12 statin	-6	-7	-13	-13	0

# Going on with the list:
no.	Compound	Cneo AK release	ARNT TACC3 PPI	esBAF inh	miR-122 sensor	SIRT5 inh	ERp5 inh	C2C12 statin
16	CC[C@]1(C(=O)OC)[C@H]2C(=O)N(C)C(=O)[C@H]2[C@H]2CN=C(SC)N21	9	1	0	-5	-2	-2	3
17	Cc1cc(C)cc(N(C(=O)c2cccs2)C2C=CS(=O)(=O)C2)c1 (stereo unspecified)	.	19	.	.	-6	-3	.
18	CN(C)P(=O)(Nc1cccc2ccccc12)Nc1cccc2ccccc12	1	.	3	1	-6	0	-3
19	Cc1ccc(CNC(=O)Nc2ccc(F)cc2F)n1C	-25	1	3	5	-1	4	-4
20	Cc1ccc(C(=O)OC(C)CN2C(C)CCCC2C)cc1 (stereo unspecified)	0	-13	-1	-4	-5	2	14
21	CS(=O)(=O)N1CCCCN2[C@@H](CO)[C@H](c3ccc(C#Cc4ccccn4)cc3)[C@@H]2C1	-2	16	.	-3[16.7 µM]	6	3	.
22	CCCCn1c(SCC(=O)N2CCC(C)CC2)nc2ccsc2c1=O	0	.	14	0	.	.	27
23	COC(C(=O)Nc1cccc([N+](=O)[O-])c1)c1ccccc1 (stereo unspecified)	5	-11	.	.	2	-1	.
24	CC(=O)NNc1ncnc2c1cnn2-c1ccccc1	.	-30	.	.	2	-1	.
25	O=C(NC(=S)Nc1ccc2oc(=O)ccc2c1)c1ccccc1F	0	-12	.	-1	-3	-9	.
26	COc1ccc(C(=O)NCCc2nnc3ccc(SCC(=O)N4CCOCC4)nn23)cc1	5	0	.	.	-4	-4	.
27	C[C@H]1CN([C@@H](C)CO)C(=O)Cc2cc(NC(=O)Nc3ccc(C(F)(F)F)cc3)ccc2O[C@H]1CN(C)S(=O)(=O)c1ccc(F)cc1	.	.	-5	?	.	.	-182
28	O=C(NC1CCCC1)C(c1ccccc1)N(C(=O)c1ccco1)C1CCCC1 (stereo unspecified)	3	3	1	0	.	.	-8
29	O=C(c1cnn2c(C(F)(F)F)cc(-c3cccs3)nc12)N1CCN(Cc2ccccc2)CC1	7	6	2	-3	.	.	-40
30	O=C(C[C@@H]1CC[C@@H]2[C@H](COC[C@H](O)CN2C(=O)C2CC2)O1)NCc1ccncc1	1	-10	-3	4[16.7 µM]	-5	0	0

# (continued)
no.	Compound	Cneo AK release	ARNT TACC3 PPI	esBAF inh	miR-122 sensor	SIRT5 inh	ERp5 inh	C2C12 statin
31	Cc1ccc2cc(CN(Cc3ccco3)C(=S)NCC3CCCO3)c(=O)[nH]c2c1C (stereo unspecified)	8	0	5	3	-1	-9	4
32	O=C(C1CCCC1)N1C[C@H]2[C@@H](c3ccccc31)[C@H](CO)N2C(=O)c1ccccc1	-4	-2	0	-30[16.7 µM]	-10	-3	-7
33	COc1cccc(NC(=O)N2C[C@H](O)COC[C@@H]3O[C@@H](CC(=O)NCCCN4CCOCC4)CC[C@H]32)c1	-2	7	2	2[16.7 µM]	.	.	-11
34	COc1cc(/C=C2/NC(=O)NC2=O)cc(Br)c1OCc1ccc(C(=O)O)cc1	.	7	8	.	15*	0	-2
35	Cc1ccc(CSc2nnc(-c3cccnc3)o2)cc1	2	1	8	0	.	.	0
36	COc1ccc(N(C(=O)c2ccco2)C(C(=O)NC2CCCC2)c2ccc(C)cc2)c(OC)c1 (stereo unspecified)	-3	0	-2	5	1	-2	19
37	CCCc1cn(CC[C@@H]2CC[C@H](NC(=O)C3CCCCC3)[C@H](CO)O2)nn1	51	17	-3	-12[16.7 µM]	-1	4	-5
38	O=C(CCn1nc(-c2ccccc2)c2ccccc2c1=O)NN1CCOCC1	-1	-5	-12	-1	0	-7	-5
39	Cc1[nH]c(C)c2c(=O)n(Cc3ccccc3Cl)ncc12	-3	.	.	-3	1	0	.
40	C[C@H]1CN([C@@H](C)CO)C(=O)Cc2cc(NC(=O)CCC(F)(F)F)ccc2O[C@@H]1CN(C)C(=O)Nc1ccc(F)cc1	53	1	-3	1[16.7 µM]	1	3	22
41	COC(=O)c1cc2ccsc2n1CC(=O)Nc1cc(Cl)ccc1OC	1	-8	-14	40	.	5	3
42	Cc1cc(C)n(S(=O)(=O)Cc2ccccc2)n1	1	-2	1	.	4	-1	2
43	CC(C)CC#Cc1ccc2c(c1)O[C@H](CN(C)C(=O)c1cccnc1)[C@@H](C)CN([C@H](C)CO)S2(=O)=O	43	-4	-4	38[16.7 µM]	2	2	-4
44	CCC1CCCCN1C(=O)c1ccccc1OC1CCN(S(C)(=O)=O)CC1 (stereo unspecified)	.	-3	.	.	-1	-2	.
45	CCc1cc(=O)oc2c(CNCc3ccc(OC)cc3OC)c(O)c(Cl)cc12	4	-2	-2	-4	-18	-2	6

# Further entries follow.
no.	Compound	Cneo AK release	ARNT TACC3 PPI	esBAF inh	miR-122 sensor	SIRT5 inh	ERp5 inh	C2C12 statin
46	COc1ccc(S(=O)(=O)Nc2ccc3c(c2)CC(=O)N([C@H](C)CO)C[C@H](C)[C@H](CN(C)C(=O)Nc2ccc4c(c2)OCO4)O3)cc1	8	-8	-9	7	.	5	-2
47	CC(=O)N(C)C[C@H]1Oc2cc(C#C[C@@H](C)O)ccc2S(=O)(=O)N([C@H](C)CO)C[C@H]1C	4	-3	-9	-5[16.7 µM]	2	-3	-12
48	CCC1(C)Cc2c(sc3nc(SCC(=O)c4ccccc4)[nH]c(=O)c23)CO1 (stereo unspecified)	-1	-19	.	0	-1	2	.
49	O=C(N/C(=C/c1cccnc1)C(=O)N1CCOCC1)c1ccccc1Cl	.	-2	.	.	0	5	.
50	Cc1ccc2nc(CCl)[n+]([O-])c(-c3ccccc3)c2c1	0	4	-4	-4	-9	-6	9
51	CCCCCNc1c(C(=O)OCC)c(=O)[nH]c2ccccc12	1	2	-1	-5	.	.	11
52	O=C1S/C(=C\c2ccc(O)c([N+](=O)[O-])c2)C(=O)N1c1ccccc1Cl	.	-5	.	.	7	-2	.
53	CCOC(=O)c1c(NC(C)=O)sc(/C(C)=N/Nc2ccc(C(=O)O)cc2)c1C	1	8	7	-10	5	-1	2
54	CCCNS(=O)(=O)c1ccc2c(c1)n(C)c(=O)n2C	-3	-8	-2	10	4	0	-3
55	C[C@H](CO)N1C[C@H](C)[C@@H](CN(C)C(=O)Nc2ccc3c(c2)OCO3)Oc2ccc(NC(=O)C3CCCCC3)cc2CC1=O	8	1	16	-2[16.7 µM]	1	3	-5
56	COc1ccc(NC(=O)Nc2ccc3c(c2)CC(=O)N([C@H](C)CO)C[C@@H](C)[C@@H](CN(C)C(=O)Nc2ccc4c(c2)OCO4)O3)cc1	-3	-10	1	-6[16.7 µM]	-1	2	8
57	COCC(=O)N1C[C@H]2[C@@H](c3ccccc31)[C@@H](CO)N2Cc1cc(F)ccc1F	-11	-1	-3	-3[16.7 µM]	-3	-5	11
